Assay outcomes as filed in PubChem.
DENV2 CPE – protects cells from dengue virus 2 cytopathic effect. AID 651640. 350,000 compounds, 1.7% hits. DENV2-infected cells, cytopathic effect rescue, plate reader. CPE inhibition, % at 9.99 µM; in the data active = CPE inhibition above about 20%, passing the limit was not always enough; inconclusive = no clear call, values can overlap the other calls; tested in BHK-21 cells;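 also: 0% = median of neutral control wells and 100% = median of positive control wells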
RAD54 branch – blocks human RAD54 Holliday junction branch migration | AID 602329 | 360,000 compounds, 0.14% hits | Q92698 | inhibition, % at 10.4 µM | FAM/BHQ fluorescence;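 active = mean normalized replicate activity at least 40 and at least half of replicates scoring 40 or more; inconclusive = only one of the two criteria met; inactive = mean below 40 and under half of replicates reaching 40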;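 also: 0% = median of neutral control wells and 100% = median of positive control wells; inhibitors cause a drop in the FAM fluorescence signal; in these data hits start at about 50%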
Xi reactivation – activators of X-chromosome reactivation in mouse fibroblasts. 360,000 compounds, 0.055% hits. XiGFP mouse fibroblasts, % GFP-positive cells imaging, 3 d; cells co-treated with 5-aza-dC sensitizer; scaled so ellipticine positive control = 100%. activation, % at 7.58 µM;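 active = mean normalized replicate activation at least 10% and every replicate at or above 10%; inconclusive = only one of the two criteria met; inactive = mean below 10% and not all replicates reach 10%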;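 also: 0% = median of on-plate neutral control wells and 100% = ellipticine 6 µM median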
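Material: XiGFP fibroblasts, SV40-immortalized. Buffer or medium: DMEM plus 5-aza-dC sensitizer. Compound: single concentration per compound, delivered by pin transfer. Times: 3 days compound exposure. Controls: ellipticine 6 µM.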
RAD52 inh – inhibitors of human RAD52 DNA annealing; P43351; AID 651710; inhibition, % at 18.7 µM; recombinant RAD52 DNA annealing, FRET fluorescence; 360,000 compounds, 0.46% hits;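 active = every replicate showing at least 50% inhibition; inconclusive = mean inhibition at least 50% but not in every replicate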
E-sel inducer – induces E-selectin expression in human endothelial cells; 260,000 compounds, 0.37% hits; HUVEC E-selectin immunofluorescence imaging; normalized: neutral wells 0, TNF-alpha wells 100; P16581; activation, % at 7.58 µM;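 active = mean E-selectin-positive cell signal at least 10% of the positive control, reached in at least 60% of replicates, without over 20% cell loss; inconclusive = no rule given, readout overlaps actives, possibly toxicity-flagged; inactive = the rest, including those meeting only one limit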;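 also: in these data hits start at about 27%; measured in HUVEC primary endothelial cells; signal is the percent of cells scored E-selectin positive by PE staining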
Target sequence (P16581 whole entry, looked up): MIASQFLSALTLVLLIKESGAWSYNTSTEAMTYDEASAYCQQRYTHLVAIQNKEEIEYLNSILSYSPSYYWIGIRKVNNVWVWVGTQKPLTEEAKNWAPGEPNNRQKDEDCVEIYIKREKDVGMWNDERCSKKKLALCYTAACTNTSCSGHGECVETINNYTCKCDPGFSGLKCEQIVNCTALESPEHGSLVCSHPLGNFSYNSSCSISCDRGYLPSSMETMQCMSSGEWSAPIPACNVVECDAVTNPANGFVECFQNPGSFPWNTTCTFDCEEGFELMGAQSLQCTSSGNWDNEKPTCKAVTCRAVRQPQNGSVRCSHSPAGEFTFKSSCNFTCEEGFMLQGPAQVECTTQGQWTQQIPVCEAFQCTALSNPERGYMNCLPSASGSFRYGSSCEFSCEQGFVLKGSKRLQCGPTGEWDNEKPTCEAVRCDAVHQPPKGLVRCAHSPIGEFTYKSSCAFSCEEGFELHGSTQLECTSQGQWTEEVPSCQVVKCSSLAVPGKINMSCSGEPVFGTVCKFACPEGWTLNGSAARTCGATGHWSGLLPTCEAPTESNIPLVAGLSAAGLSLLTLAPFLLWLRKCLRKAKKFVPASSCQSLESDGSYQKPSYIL
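material = human umbilical vein endothelial cells (HUVEC), E-selectin induction | quantity = 3,000 cells/well | medium = EGM-2 growth medium on 0.1% gelatin-coated wells | technique = immunofluorescence imaging | read-out basis = % PE-positive cells | control set = TNF-alpha positive control, DMSO neutral control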
INS-1E GSIS act – primary screen for activators of insulin secretion dependent on glucose, INS-1E cells, GLuc reporter luminescence. INS-1E GLuc reporter insulin secretion, 2-3 h. activation, % at 16.6 µM. 370,000 compounds, 0.61% hits. AID 743287;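 active = lowest replicate activation of at least 40%, so every replicate reaches that level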;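 also: 0% = median of neutral control wells and 100% = median of IBMX positive control wells; some compounds called inactive have numbers as strong as hits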
CASP6 VEID inh – inhibitors of human caspase-6; P55212; purified caspase-6, Z-VEID-R110 cleavage fluorescence; inhibition, % at 12.5 µM; 350,000 compounds, 0.53% hits; AID 686996;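 active = mean inhibition across replicates at least about 35%, with every replicate also reaching that limit, limit read from the data; inconclusive = only one of the two criteria met; inactive = neither criterion met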;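 also: 0% = median of neutral control wells and 100% = no fluorescence left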
Target sequence (P55212 24-179 limits assumed): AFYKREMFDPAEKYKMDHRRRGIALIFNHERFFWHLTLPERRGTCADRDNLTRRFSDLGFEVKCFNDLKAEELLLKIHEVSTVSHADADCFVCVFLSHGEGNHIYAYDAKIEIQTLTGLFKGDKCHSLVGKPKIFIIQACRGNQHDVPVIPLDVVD
Target sequence (P55212 194-293 limits assumed): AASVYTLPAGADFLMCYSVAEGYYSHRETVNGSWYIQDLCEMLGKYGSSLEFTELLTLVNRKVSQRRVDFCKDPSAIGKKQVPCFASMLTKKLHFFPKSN
F508del corr – CFTR F508del correction in bronchial cells; CFBE cells, YFP halide quenching; stimulated with forskolin plus potentiator P3; % fluorescence drop versus neutral controls; activity (quench increase), % at 7.58 µM; 350,000 compounds, 0.36% hits;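 active = mean added fluorescence quench of at least 8% versus neutral control, with both replicates also reaching 8%; inconclusive = only one of the mean or replicate conditions met; inactive = mean below 8% and not both replicates reaching 8%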;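 also: cells transiently co-express mutant CFTR-F508del with the halide-sensitive YFP; corrector assay measuring rescue of mutant channel to the surface after 24 h compound exposure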
* marks the source's active call; other numbers are inactive results; ? = inconclusive; · = no result given; & = joins results of further samples.

Start of the data: the first 6 compounds, ahead of the listing:
SMILES	DENV2 CPE	RAD54 branch	Xi reactivation	RAD52 inh	E-sel inducer	INS-1E GSIS act	CASP6 VEID inh	F508del corr
Cc1cc(C)c2c(=O)n(CC(=O)Nc3ccc(Cl)cc3)sc2n1	-2	·	0.1	-5	0.7	8	0	-2.0
O=C(CCc1ccccc1)NNC(=S)Nc1ccc(F)cc1	-1	9	0.1	-11	2.4	1	-1	1.9
CN(C)CCn1c2c(c(SCC(=O)Nc3ccccc3)nc1=O)CCCC2	1	2	1.4	-7	2.8	7	-1	0.9
O=C(Nc1ccc(N2CCOCC2)cc1)c1ccc([N+](=O)[O-])cc1	1	·	0.0	-11	·	-6	-2	0.4
CCN1[C@H](C(=O)OC)[C@@H](CO)[C@@H]2Cn3c(ccc(-c4cccc(C(=O)N(C)C)c4)c3=O)[C@@H]21	7	-4	0.0	6	0.1	-1	2	-5.0
O=C(Nc1cccc(S(=O)(=O)N2CCCC2)c1)c1cccc(S(=O)(=O)N2CCOCC2)c1	-3	-3	0.4	-18	·	-3	1	3.5

All compounds of this part, from the start:
SMILES	DENV2 CPE	RAD54 branch	Xi reactivation	RAD52 inh	E-sel inducer	INS-1E GSIS act	CASP6 VEID inh	F508del corr
Cc1cc(C)c2c(=O)n(CC(=O)Nc3ccc(Cl)cc3)sc2n1	-2	·	0.1	-5	0.7	8	0	-2.0
O=C(CCc1ccccc1)NNC(=S)Nc1ccc(F)cc1	-1	9	0.1	-11	2.4	1	-1	1.9
CN(C)CCn1c2c(c(SCC(=O)Nc3ccccc3)nc1=O)CCCC2	1	2	1.4	-7	2.8	7	-1	0.9
O=C(Nc1ccc(N2CCOCC2)cc1)c1ccc([N+](=O)[O-])cc1	1	·	0.0	-11	·	-6	-2	0.4
CCN1[C@H](C(=O)OC)[C@@H](CO)[C@@H]2Cn3c(ccc(-c4cccc(C(=O)N(C)C)c4)c3=O)[C@@H]21	7	-4	0.0	6	0.1	-1	2	-5.0
O=C(Nc1cccc(S(=O)(=O)N2CCCC2)c1)c1cccc(S(=O)(=O)N2CCOCC2)c1	-3	-3	0.4	-18	·	-3	1	3.5
Cc1ccnc(NC(=O)c2ccc(Cl)c(S(=O)(=O)N3CCCCC3)c2)c1	5	5	-0.1	-39	·	-15	0	-1.2
C[C@H](CO)N1C[C@H](C)[C@H](CN(C)CC2CCCC2)OCc2cn(nn2)CCCC1=O	?	6	-0.1	-9	0.1	2	1	-1.1
CC(=O)Nc1ccc(N2C(=O)CC(N3CCSCC3)C2=O)cc1 (stereo not given)	2	·	0.0	1	·	-5	1	0.0
COc1ccc(NC(=O)c2sc3nc(N4CCOCC4)c4c(c3c2N)CCCC4)cc1	-2	3	-0.1	-12	0.0	1	0	-2.1
COc1ccc(C[C@@H]2CCn3cc(nn3)COC[C@@H](C(C)C)NC2=O)cc1	7	·	0.6	2	0.0	16	0	·
CCN(CC)C(=O)Cn1cc(S(=O)(=O)CC(=O)Nc2cc(OC)ccc2OC)c2ccccc21	0	-3	0.1	-14	0.1	23	0	3.0
Cc1csc(NC(=O)CSc2nnc(NC(=O)C3CC(=O)N(c4ccccc4)C3)s2)n1 (stereo not given)	6	-9	-0.1	-14	0.1	-6	0	-0.6
CC(C)C(=O)Nc1ccc(NC(=S)NC(=O)c2cc3ccccc3o2)cc1	·	·	0.0	-11	·	28	-2	-0.2
CNC[C@H]1Oc2ccc(NC(=O)Nc3c(C)noc3C)cc2CC(=O)N([C@@H](C)CO)C[C@@H]1C	8	5	0.0	-1	0.0	5	·	5.5
COc1ccccc1N1CCN(C(=O)CCc2nnc3ccc(N4CCC(C)CC4)nn23)CC1	5	11	0.1	-2	·	-34	-5	-0.6
CC(=O)Nc1ccc(SC(Sc2ccc(NC(C)=O)cc2)c2ccccc2)cc1	-6	0	0.0	-18	0.3	8	0	1.0
N#Cc1ccc(S(=O)(=O)N2CCc3[nH]c4ccc(F)cc4c3C2)cc1	-2	-7	0.1	-15	-0.1	-27	0	1.6
CC(C)(C)S(=O)(=O)c1cnc(-c2ccc(Cl)cc2)nc1N	0	·	-0.1	4	0.1	-16	-2	-4.0
COc1ccc(OC)c(-c2cc(C(=O)NCc3ccco3)no2)c1	-1	-5	·	-4	·	-13	3	-0.6
O=C(C[C@@H]1CC[C@@H]2[C@H](COC[C@H](O)CN2Cc2ccc3c(c2)OCO3)O1)N1CCCCC1	-2	-26	0.3	·	-0.1	1	·	0.1
O=C(COC(=O)c1c(F)cccc1Cl)NC(=O)Nc1ccc2c(c1)OCCO2	15	2	0.1	1	0.5	·	0	-1.4
COc1cccc(OC)c1NC(=O)CN1CCN(C)CC1	-2	6	0.0	-12	·	-1	-3	0.0
O=C(CNC1CCCCC1)Nc1cc(S(=O)(=O)N2CCOCC2)ccc1Cl	?	2	0.0	4	4.7	0	2	2.3
Nc1cc(=O)[nH]c(SCC(=O)Nc2cc(S(=O)(=O)N3CCOCC3)ccc2Cl)n1	-3	·	0.0	-9	0.1	·	1	2.4

Arranged by value in DENV2 CPE (ascending): 5 of the compounds above
molecule	DENV2 CPE
Cc1cc(C)c2c(=O)n(CC(=O)Nc3ccc(Cl)cc3)sc2n1	-2
CC(C)(C)S(=O)(=O)c1cnc(-c2ccc(Cl)cc2)nc1N	0
CN(C)CCn1c2c(c(SCC(=O)Nc3ccccc3)nc1=O)CCCC2	1
COc1ccc(C[C@@H]2CCn3cc(nn3)COC[C@@H](C(C)C)NC2=O)cc1	7
O=C(COC(=O)c1c(F)cccc1Cl)NC(=O)Nc1ccc2c(c1)OCCO2	15

Further records.
SMILES	DENV2 CPE	RAD54 branch	Xi reactivation	RAD52 inh	E-sel inducer	INS-1E GSIS act	CASP6 VEID inh	F508del corr
COc1ccccc1CNC(=O)CSc1nn2c(=O)c(C(C)(C)C)nnc2s1	1	·	0.1	-12	5.3	10	-2	-3.4
COc1cccc(-c2ccc3c(c2)N(Cc2ccc(F)cc2)C(=O)C(C)S3)c1 (stereo not given)	4	0	0.0	-6	-0.1	-16	3	-2.5
CCCNC(=O)Nc1ccc2c(c1)OC[C@@H](C)N(S(C)(=O)=O)C[C@H](C)[C@H](OC)CN(C)C2=O	-14	·	0.4	7	-0.1	3	-1	0.4
CCc1ccccc1-n1c(SCC(=O)N2CCCC2)nc2[nH]ncc2c1=O	4	·	0.3	-7	0.3	0	1	0.9
COc1ccc(-c2nc(NC(=O)c3ccco3)sc2C)cc1	5	-7	0.0	-13	·	·	1	-0.6
Cc1cc(/C=N/n2c(COc3ccccc3C)nc3ccccc3c2=O)c(O)c([N+](=O)[O-])c1	-2	·	0.0	-3	·	3	-1	8.2*
CC(C)(C)C(=O)CN1C2=NCCCN2c2ccccc21	-2	-2	0.0	-4	0.2	3	-2	-0.7
CCOC(=O)CSC(C)C(=O)Nc1nnc(C(C)C)s1 (stereo not given)	12	-2	0.0	8	0.5	·	-2	2.8
O=C1C2CCCN2C(=O)N1CCCCN1CCN(CCO)CC1 (stereo not given)	0	-8	0.1	-9	-1.5	7	-1	·
COc1ccc2sc(-c3ccc(N(C)C)cc3)c(C#Cc3cncn3C)c2c1	-15	2	0.0	-22	·	-14	2	-0.5
CCOC(=O)c1c(C)[nH]c(C)c1S(=O)(=O)NCc1ccccc1C	0	-10	0.1	-4	·	28	1	-2.2
CSc1nc2ccc(NC(=O)c3ccc(Cl)s3)cc2s1	8	-4	-0.1	1	0.2	10	-7	-2.2
COCC#Cc1ccc([C@H]2[C@@H](CO)N3CCCCN(C(=O)Nc4cc(F)ccc4F)C[C@H]23)cc1	5	14	0.0	18	-0.2	-9	-7	1.2
COc1cc(C(=O)NNC(=O)c2ccc(F)cc2)ccc1OCC(=O)N1CCOCC1	-3	-17	0.0	-13	·	5	-1	0.4
C[C@@H]1CN([C@@H](C)CO)C(=O)c2cc(NS(=O)(=O)c3ccc(F)cc3)ccc2O[C@H]1CN(C)Cc1ccc(C(=O)Nc2ccccc2N)cc1	19	·	1.3	19	·	-10	4	-2.6
CCCCN(C(=O)c1cc(Cl)nc2ccccc12)c1c(N)n(CCCC)c(=O)[nH]c1=O	?	0	-0.1	-5	·	7	1	-6.7
CCCCCCN1C[C@H](n2cc(-c3ccc(F)cc3)nn2)[C@@H](O)C[C@@H]1c1ccc(Cl)cc1	-2	-1	0.1	-4	-0.3	11	0	2.5
CN1CCN(C(=O)C2=C[C@@H](c3ccccc3)C[C@@H](OCc3ccc(CO)cc3)O2)CC1	?	3&-2	-0.3	18&1	0.5	3	-2&2	-0.4&-0.4
Cc1cc(OC(C)C(=O)NCc2ccncc2)c2c(C)cc(=O)oc2c1 (stereo not given)	-4	-3	0.0	-5	0.1	-3	2	-0.4
COc1ccc(CCn2c(-c3ccc(F)cc3)nc3c(c(=O)c4ccccc4n3C)c2=O)cc1OC	0	3	0.1	-6	7.6	·	-1	-1.8
C[C@@H]1CCC2[C@](C)(CO)[C@@H](O)CC[C@]2(C)[C@@]12CCC(CO)(CCO)O2 (stereo not given in full)	6	4	0.0	-10	0.1	1	-2	0.2

F508del corr: entries above that show a hit
SMILES	DENV2 CPE	RAD52 inh	INS-1E GSIS act	CASP6 VEID inh	F508del corr
Cc1cc(/C=N/n2c(COc3ccccc3C)nc3ccccc3c2=O)c(O)c([N+](=O)[O-])c1	-2	-3	3	-1	8.2*

Compounds were not picked by outcome; about 3.7% have a hit in one of these screens.
